Rin1-Abl PPI inh: human Rin1-Abl interaction inhibition | TR-FRET Rin1/Abl binding, biochemical | actives 0.4% (n = 360,000) | AID 588664 | inhibition, % at 7.35 µM | P00519+Q13671; in the data active = inhibition above about 5%, passing the limit was not always enough
E coli Lon inh: E. coli protease La inhibition; AID 602123; actives 0.42% (n = 360,000); inhibition, % at 7.94 µM; purified E. coli Lon protease, fluorescence polarization; in the data active = inhibition above about 13%, passing the limit was not always enough;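 also: 0% = enzyme with probe and DMSO and 100% = no enzyme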
Target sequence (P0A9M0 whole entry, looked up): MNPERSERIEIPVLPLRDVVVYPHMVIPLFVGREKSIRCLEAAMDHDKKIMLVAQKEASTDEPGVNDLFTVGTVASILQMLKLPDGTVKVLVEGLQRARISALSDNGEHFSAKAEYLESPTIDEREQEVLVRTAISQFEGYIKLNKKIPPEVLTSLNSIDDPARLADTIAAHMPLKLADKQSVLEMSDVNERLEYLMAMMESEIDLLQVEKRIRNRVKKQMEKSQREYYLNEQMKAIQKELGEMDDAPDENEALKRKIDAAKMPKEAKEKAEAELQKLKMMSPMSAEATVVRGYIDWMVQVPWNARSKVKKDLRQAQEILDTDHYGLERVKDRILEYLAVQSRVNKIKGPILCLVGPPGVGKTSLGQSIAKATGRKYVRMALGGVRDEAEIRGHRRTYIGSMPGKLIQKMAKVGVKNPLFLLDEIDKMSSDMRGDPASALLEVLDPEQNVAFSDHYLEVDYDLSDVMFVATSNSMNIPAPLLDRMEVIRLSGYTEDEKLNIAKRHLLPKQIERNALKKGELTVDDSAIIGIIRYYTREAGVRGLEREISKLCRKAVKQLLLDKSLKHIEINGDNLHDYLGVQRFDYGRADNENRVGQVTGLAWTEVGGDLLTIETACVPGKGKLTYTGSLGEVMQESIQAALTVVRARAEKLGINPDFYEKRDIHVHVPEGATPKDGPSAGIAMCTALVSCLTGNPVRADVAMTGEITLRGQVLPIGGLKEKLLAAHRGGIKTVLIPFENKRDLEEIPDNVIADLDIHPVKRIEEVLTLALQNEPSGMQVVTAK
bovine MsrA act: activators of bovine methionine sulfoxide reductase A; actives 0.3% (n = 360,000); purified bovine MsrA, absorbance read-out; activation, % at 10.6 µM; AID 602163; in the data active = activation above about 7.5%;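 also: 0% = vehicle and 100% = reference activator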
MT1-MMP act inh: inhibitors of human MT1-MMP activation | P50281 | HT1080 RFP-PRO-GFP cells, GFP/RFP ratio fluorescence, overnight; percent of plate control window, DMSO zero | GFP/RFP ratio change, % at 20 µM | actives 0.061% (n = 360,000) | AID 651647;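 active = GFP/RFP ratio change of at least 30% with cell ATP level not reduced by more than half and red fluorescence within 50% of control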; also: strong numbers were not always called active
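Assay system: HT1080 RFP-PRO-GFP cells | Dosing: 20 µM single dose, 1% DMSO | Incubation: Cells overnight before dosing, compound overnight, 37 °C, 5% CO2 | Evaluation: GFP/RFP fluorescence ratio | Control set: DMSO-only wells and HT1080 RFP-L50D-GFP cell wells as references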
SKN-1 inh: blocks SKN-1 activity in C. elegans; actives 0.49% (n = 360,000); inhibition, % at 21.8 µM; C. elegans VP596 Pgst-4::GFP/RFP ratio, acrylamide-induced, 24 h;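 active = interference check ratio from 0.5 to 1.5 plus GFP to RFP signal ratio inhibition reaching or exceeding a fixed threshold, cut at about 30% in these data, passing the limit was not always enough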; also: some compounds called inactive have numbers as strong as hits
FAS TE block: FAS thioesterase (human) inhibition | P49327 | recombinant FAS-TE, OMFH fluorogenic substrate, fluorescence endpoint | inhibition, % at 15 µM | actives 0.67% (n = 360,000) | AID 602261;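 active = compounds whose normalised, plate-corrected inhibition of enzyme fluorescence in the single-dose primary screen is 50% or more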;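 also: 0% = DMSO with enzyme and 100% = substrate without enzyme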
Neddylation inh: inhibitors of human cullin neddylation. AID 651699. TR-FRET cullin neddylation, biochemical. actives 0.58% (n = 360,000). calls only at 25 µM. P61081+Q13564; in the data active = inhibition above about 36%
MsrA inhibitor: inhibitors of bovine MsrA. purified bovine MsrA, absorbance read-out. actives 0.75% (n = 360,000). inhibition, % at 15.5 µM. AID 651718; in the data active = inhibition above about 4.5%;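 also: 0% = vehicle wells with enzyme and 100% = reference inhibitor wells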
CendR NRP1 mod: modulators of CendR peptide binding to human neuropilin-1. AID 602438. FAM-RPARPAR peptide binding to NRP-1, fluorescence polarization. inhibition, % at 25 µM. actives 0.85% (n = 360,000);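 active = inhibition or corrected inhibition above about 18%, plus a signal ratio from 0.5 to 1.5, limit read from the data, passing the limit was not always enough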; also: strong numbers were not always called active
Starred values were filed as active, the others as inactive; i = inactive; x = not tested or not shown.

mol,Rin1-Abl PPI inh,E coli Lon inh,bovine MsrA act,MT1-MMP act inh,SKN-1 inh,FAS TE block,Neddylation inh,MsrA inhibitor,CendR NRP1 mod
CCc1ccc([C@H]2C[C@H]3[C@H]4C(=O)N(c5ccccc5)C(=O)[C@H]4CC(=O)[C@@H]3CN2S(=O)(=O)c2ccc(C)cc2)cc1,4,-10,-6,2,1,74*,i,-0.1,3
NC1=NC(=O)/C(=C/C=C/c2cccs2)S1,-1,4,-2,-1,-1,-4,i,1.5,-5
COc1ccccc1NC(=O)c1ccc(-n2cccn2)c([N+](=O)[O-])c1,1,4,-6,3,7,-4,i,1.6,6
COC(=O)C1Sc2[nH]c(=O)sc2C2c3ccccc3OC(=O)C12 (centres undefined),-1,-3,-2,-43,-8,-7,i,0.0,-5
Cc1cccc(C)c1-n1nnnc1C(c1ccnc2ccccc12)N1CCN(CC(=O)NC(C)C)CC1 (centres undefined),x,2,-1,0,2,-12,i,-0.2,13
COCCNC(=O)C1CCN(S(=O)(=O)c2ccccc2)CC1,3,0,-2,-2,8,-5,i,-0.6,3
O=C(Nc1ccccc1N1CCCC1)c1cccc(F)c1,-1,-3,-1,-6,-2,0,i,-0.1,8
C[C@@H]1CN([C@@H](C)CO)C(=O)c2cc(Br)cnc2O[C@@H]1CN(C)C(=O)C1CCCCC1,0,-1,-3,5,5,-9,i,-0.2,-1
COc1ccc(NC(=S)N2CCN(C(c3ccccc3)c3ccccc3)CC2)c(OC)c1,3,-3,-9,-20,0,25,i,1.6,3
c1cc(-c2cc3c(o2)CCCC3OCCN2CCOCC2)cs1 (centres undefined),x,-11,-1,3,5,-11,i,-0.3,3
CCN(CC(=O)Nc1c(F)cccc1F)C(=O)c1ccc2c(c1)C(=O)N(c1ccccc1C)C2=O,0,2,2,7,8,-4,i,-0.2,8
O=C1c2ccccc2C(=O)N1CCCCSc1nnnn1-c1ccccc1,2,-6,-1,7,5,13,i,-0.7,9
C[C@H](N)C(=O)NC[C@H]1O[C@@H](n2cnc3c(N)ncnc32)[C@H](O)[C@@H]1O,1,-2,-1,2,10,-6,i,0.4,-9
N=c1c(C(=O)NCc2ccccc2)cc2c(=O)n3ccccc3nc2n1CCCN1CCOCC1,-5,-23,-5,3,-13,-12,x,1.5,-15
Cc1ccc(SCC(=O)OC(C)C(=O)N2CCc3ccccc32)cc1 (centres undefined),3,1,-13,3,-12,15,i,0.1,9
CC12CC(c3ccccc3O1)N(C(=O)c1ccco1)C(=S)N2c1ccc(F)cc1 (centres undefined),0,4,0,5,-1,18,i,-0.1,2
OCCN1CCN(c2cc(-c3ccc4ccccc4c3)nc3ccnn23)CC1,-5,-13,-4,-1,-2,-2,x,1.2,9
Cc1ccc(C)c(N2CCN(S(=O)(=O)c3c(C)noc3/C=C/N(C)C)CC2)c1,-1,-24,-3,-12,-12,27,i,-0.1,1
CC(C)(C)c1ccc(C(=O)N2CCN(c3nc4ccccc4o3)CC2)cc1,1,-8,-2,-6,4,6,i,0.6,-9
Cc1cc2cc(CNC(=O)c3cccs3)ccc2[nH]1,3,3,1,4,18,-6,i,1.0,7
CC(=O)c1ccc(OCC(=O)Nc2c(C)nn(-c3ccccc3)c2C)cc1,1,3,-2,1,5,-8,i,0.7,-3
CCCCCCCCNS(=O)(=O)CCNC1CCCCC1,-3,-4,-5,4,-2,-5,i,-1.9,-3
O=C(CN1C(=O)CSC1=O)Nc1ccc(N2CCOCC2)cc1,0,-4,-1,-6,23,-6,i,1.4,2
CC(=O)c1cccc(NC(=O)c2ccc(OC3CSC3)cc2)c1,-1,-10,-6,-1,6,-6,i,-0.4,4
O=C(O)c1cnn2c1NC(c1ccc(F)cc1)CC2C(F)(F)F (centres undefined),5,1,-10,8,2,-8,i,0.1,5
Cc1cc(Cl)ccc1NC(=O)CCCN1C(=O)CCC1=O,-2,-4,-4,-3,7,-2,i,-0.2,-4
CCN(CC)CCCNC1CCS(=O)(=O)C1 (centres undefined),1,3,1,0,10,-8,i,0.4,4
CCOc1ccc(N2C(=O)C(CC(=O)Nc3ccccc3)N(Cc3ccccn3)C2=S)cc1 (centres undefined),-2,3,-1,-3,21,8,i,-0.9,-13
CCOC1=NC(=C(c2ccccc2)c2ccccc2)OC1=O,2,-3,-5,-1,2,0,i,2.2,-31
O=C(NCc1ccncc1)C(=O)NCc1ccncc1,-1,-1,-7,-4,-8,-3,i,1.3,0

Next section
mol,Rin1-Abl PPI inh,E coli Lon inh,bovine MsrA act,MT1-MMP act inh,SKN-1 inh,FAS TE block,Neddylation inh,MsrA inhibitor,CendR NRP1 mod
Cc1ccccc1CN1CCC(n2nccc2NC(=O)CCOc2ccccc2)CC1,1,-7,0,1,4,0,i,-0.6,12
CC(C)c1nc(SCC(=O)N2CCOCC2)c2c(=O)n(C)c(=O)n(C)c2n1,0,0,-1,2,14,-8,i,-0.3,-1
CC(NC(=O)COc1ccc(N(C)S(=O)(=O)c2ccccc2)cc1)c1ccccc1 (centres undefined),0,8,-3,2,-4,3,i,0.7,-7
O=[N+]([O-])c1ccc(N2CCN(c3ccc(F)cc3)CC2)cc1,2,8,-8,22,-14,18,i,2.7,-1
CCc1ccc(OCCSc2nc3ccccc3n2CC(=O)O)cc1,2,-12,-3,0,10,15,i,-1.1,6
O=C(CN1c2ccccc2Sc2ccccc21)NNC(=O)Nc1ccc(Cl)c(Cl)c1,-1,-4,-4,4,5,24,i,0.5,4
Cc1ccc2nc(Cn3cc(C(F)(F)F)cc(Cl)c3=O)cc(=O)n2c1,-4,-4,-3,-1,-5,-6,i,0.0,-5
CCc1nc(OCCN(C)C)c2oc3ccccc3c2n1,1,-10,0,-6,-14,-8,i,-0.2,-14
COc1ccc(Cl)cc1C(=O)NCC#N,2,-9,-3,1,0,-6,i,-1.0,6
COc1ccc2c(c1)C1OCCC1C(c1ccco1)N2 (centres undefined),-3,6,-3,-1,6,-2,x,x,4
CC1(C(=O)N2CCN(C(=O)c3ccco3)CC2)CCN1Cc1ccccc1OC(F)F (centres undefined),-3,-17,-3,1,7,-11,i,-1.1,0
Nc1nc(-c2cccnc2)nn1C(=O)c1ccccc1Cl,5,1,-3,3,13,-4,i,-0.4,-3
O=C(NCC1CCCCC1)c1ccc(Cl)c(S(=O)(=O)N2CCOCC2)c1,1,-2,-1,1,16,4,i,0.4,6
O=C1c2ccccc2C(=O)N1OCc1ccc(Cl)cc1,-2,6,0,-1,17,6,i,-1.0,5
CCOc1ccc(NC(=S)NC(C)c2cccs2)cc1 (centres undefined),-5,7,-1,2,-9,-3,i,0.9,14
CCn1c(C)c(C)c2cc(C(=O)N3CCc4ccccc4C3)ccc21,5,4,-10,-5,42*,15,i,0.8,-16
CCOC(=O)c1c(C)[nH]c(C)c1S(=O)(=O)N1CCN(C(=O)c2ccco2)CC1,1,2,-2,0,4,-6,i,0.5,18
CCCCC(=O)OCC(=O)Nc1ccc(C)c(F)c1,1,3,-8,2,17,-1,i,0.8,-1
CCOC(=O)N1CCC(NCCNC(=O)c2ccc(F)c(F)c2)CC1,-2,1,-3,0,-15,-8,i,-0.2,1
O=C(OCC(=O)N1CCc2ccccc21)c1ccccc1F,-1,-11,0,1,8,-2,i,-0.5,5
CCOC(=O)CSc1nnc(NC(=O)c2cccc(S(=O)(=O)N3CCCC3)c2)s1,-5,-11,-9,-1,7,-6,i,0.9,6
O=C(Cn1cc([N+](=O)[O-])cn1)N1CCN(c2ccccc2)CC1,2,-8,-11,1,-7,13,i,-0.4,3
Cc1cccc(NC(=S)N2CCC(c3nc4ccccc4o3)CC2)c1,-1,-5,-1,2,-10,4,i,1.1,10
Cc1ccc(C2=NC3(CCCC3)N=C2SCC(=O)Nc2ccc3c(c2)OCCO3)cc1,1,7,1,-5,12,5,i,1.6,-3
COC(=O)c1ccc(C(=O)OC)c(NC(=O)COC(=O)C2CCCCC2)c1,-1,5,-2,0,-14,14,i,0.5,15
Cc1c(NC(=O)Nc2cccc(Cl)c2Cl)c(=O)n(-c2ccccc2)n1C,-2,-2,-3,0,1,10,i,-0.8,18
CC1=C(C(=O)NCCCOC(C)C)C2(CCC(C)CC2)OC1=O (centres undefined),0,-7,-2,2,12,-6,i,-1.1,10
CCN(c1ccccc1)S(=O)(=O)c1cc2c3c(c1)CCN3C(=O)CC2,2,-9,-13,8,-3,-9,i,-0.6,6
O=C(NN(CC(O)COc1ccccc1)CC(O)COc1ccccc1)c1ccccc1 (centres undefined),4,-1,-2,0,-1,6,i,0.3,11
O=C(Oc1cccc(N2C(=O)CCC2=O)c1)C1CC(=O)N(c2ccc(F)cc2)C1 (centres undefined),8,2,-4,4,6,2,i,-0.6,-8

More structures:
mol,Rin1-Abl PPI inh,E coli Lon inh,bovine MsrA act,MT1-MMP act inh,SKN-1 inh,FAS TE block,Neddylation inh,MsrA inhibitor,CendR NRP1 mod
COc1ccc(OC)c(C2=NOC(C(=O)NCc3ccccn3)C2)c1 (centres undefined),0,-4,-14,2,-14,-2,i,-0.2,-29
CCOC(=O)C1=C(C)OC(N)=C(C#N)C1C1CCCCC1 (centres undefined),-1,0,4,1,6,4,i,0.7,-7
CN(Cc1ccccc1)C(=O)c1ccc(NC(=O)Cc2cccc(NC(=O)C3CCCN(C(=O)C4CCCCC4)C3)c2)cc1 (centres undefined),3,6,-9,2,6,6,i,0.7,24
CCOc1ccc(NS(=O)(=O)c2cc(C(=O)NCCCN3CCCC3=O)ccc2C)cc1,-4,-2,-2,0,13,-1,i,-1.3,7
COc1ccc(CCN2CC(C(=O)NCc3cn(C)nc3C)CCC2=O)cc1 (centres undefined),1,0,-4,-5,25,-5,i,1.4,-4
O=C(COC(=O)COc1ccccc1F)NCCc1ccc(F)cc1,-1,-4,-1,0,9,-5,i,-0.1,6
N/C(CC(=O)NC1CCCCC1)=N\OCC(=O)Nc1ccc(Cl)c(Cl)c1,0,11,-1,-8,-6,17,i,0.5,-10
O=S1(=O)CC(N2CC=CC2)CN1Cc1ccc(F)cc1 (centres undefined),2,-3,-14,5,10,-2,i,0.4,0
C=CCn1c(SCC(=O)Nc2ccc(C(=O)OCC)cc2)nnc1-c1cccs1,-1,-1,-2,-5,-1,0,i,2.6,-4
O=C(Cc1cccs1)Nc1nnc(COc2ccccc2)s1,1,-6,3,4,-14,-9,i,1.4,5
CCC1CCCCN1CCCNC(=O)c1ccc2nc(N3CCC(C)CC3)sc2c1 (centres undefined),7,8,-6,7,-14,-7,i,0.2,2
O=C(Nc1ccc(F)c(Cl)c1)C1Cc2c(-c3ccc(Cl)cc3)ccnc2O1 (centres undefined),-2,-5,-3,-6,-20,32,i,2.0,-9
COCCCN(C(=O)c1ccco1)c1nc(-c2cc(OC)ccc2OC)cs1,1,2,0,-4,-3,19,i,-0.9,3
Cc1ccc(SCCN2CCN(C)CC2)cc1,0,4,-11,2,9,0,i,-0.4,-5

Whole records from above.
Entry for CCC1CCCCN1CCCNC(=O)c1ccc2nc(N3CCC(C)CC3)sc2c1 (centres undefined) → Rin1-Abl PPI inh = 7; E coli Lon inh = 8; bovine MsrA act = -6; MT1-MMP act inh = 7; SKN-1 inh = -14; FAS TE block = -7; Neddylation inh = i; MsrA inhibitor = 0.2; CendR NRP1 mod = 2
Entry for CN(Cc1ccccc1)C(=O)c1ccc(NC(=O)Cc2cccc(NC(=O)C3CCCN(C(=O)C4CCCCC4)C3)c2)cc1 (centres undefined) → Rin1-Abl PPI inh = 3; E coli Lon inh = 6; bovine MsrA act = -9; MT1-MMP act inh = 2; SKN-1 inh = 6; FAS TE block = 6; Neddylation inh = i; MsrA inhibitor = 0.7; CendR NRP1 mod = 24
